Screening data (PubChem BioAssay)
AGP1 TOR yeast: modulators of AGP1-GFP expression in yeast TOR pathway, primary screen, cell-based, multiplex flow cytometry, S. cerevisiae, MLPCN library. GFP response vs DMSO, % at 10 µM. 320,000 tested, 0.02% active. 3 h; GFP as percent of DMSO wells;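 active means GFP response relative to DMSO above a set limit, near screen average plus 3 SD, cut at about 150% in these data; inconclusive means fewer than 70 cells counted for the yeast strain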;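 further: median GFP channel fluorescence of the gated AGP1 strain per well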
GRK2 aptamer HTS: compounds blocking aptamer binding on GRK2 – biochemical, human GRK2, bead flow cytometry, HTS, primary screen. Beta-adrenergic receptor kinase 1 (Homo sapiens), P25098. 330,000 tested, 0.59% active. inhibition of aptamer binding, % at 10 µM. AID 488847, 2010. FAM-aptamer displacement from GRK2;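 active means inhibition of aptamer binding above 40%, roughly 3 SD of noise, on plates passing a quality check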;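 further: median bead fluorescence of bound FAM aptamer so fluorescent compounds give negative values; no value below 0 was filed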
Fam108B counter: mouse Fam108B serine hydrolase inhibitors, primary screen, counter-screen for RBBP9 inhibitor project, biochemical, fluorescence polarization; inhibition, % at 9.51 µM; recombinant Fam108B, FP-Rh probe fluorescence polarization; AID 1947, 2009; 300,000 tested, 0.33% active;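 active means inhibition above the screen mean inhibition plus 3 SD, computed separately per campaign, cut at about 18% in these data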;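 further: inhibitors lower polarization as less probe binds the enzyme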
Bcl-xL primary: inhibitors of human Bcl-xL, primary screen, biochemical, fluorescence polarization, HTS. GST-Bcl-xL / FITC-Bim BH3 peptide fluorescence polarization. inhibition, % at 10.9 µM. 320,000 tested, 0.7% active. AID 2129, 2009;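 active means inhibition above the mean of all tested compounds plus 3 SD, cutoff set per campaign, cut at about 30% in these data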;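 further: 0% = DMSO wells and 100% = unlabeled Bim-BH3 peptide competitor; inhibitors lower millipolarization by displacing the labeled peptide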
Target sequence (Q07817 whole entry, looked up): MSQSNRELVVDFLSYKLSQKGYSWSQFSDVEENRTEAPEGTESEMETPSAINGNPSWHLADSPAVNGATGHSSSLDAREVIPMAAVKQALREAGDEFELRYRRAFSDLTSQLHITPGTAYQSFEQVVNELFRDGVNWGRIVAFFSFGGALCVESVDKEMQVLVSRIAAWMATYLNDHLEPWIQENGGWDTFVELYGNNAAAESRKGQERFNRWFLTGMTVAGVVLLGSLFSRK
CIT2 TOR yeast: modulators of CIT2-GFP expression in yeast, primary screen, S. cerevisiae, GFP fusion, multiplex flow cytometry, MLPCN library; S. cerevisiae CIT2-GFP strain, 3 h; 100 means same as DMSO wells; GFP response vs DMSO, % at 10 µM; AID 2029, 2009; 320,000 tested, 0.065% active;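 active means GFP response relative to DMSO above a set limit, near the screen mean plus 3 SD, cut at about 150% in these data; inconclusive means Fewer than 70 cells measured for a yeast strain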;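 further: ratio of well median GFP fluorescence to mean of DMSO wells on the plate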
VLA-4 inh: inhibition in human VLA-4 binding assay, primary screen, VLA-4 allosteric modulator project, MLPCN library, flow cytometry, VLA-4 expressing cells; Integrin alpha-4 (Homo sapiens), P13612; ligand binding flow cytometry; inhibition, % (about 7 µM as worked out from the volumes in the protocol); 330,000 tested, 0.2% active; AID 2557, 2010; in the data active means inhibition above about 50%
MCL1 BIM primary: inhibitors of MCL1 binding to BIM-BH3, primary screen, biochemical, fluorescence polarization; GST-MCL1 / FITC-Bim-BH3 fluorescence polarization; inhibition, % at 10.9 µM; 320,000 tested, 0.68% active;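 active means inhibition above the mean inhibition of all tested compounds plus 3 SD, set per campaign, cut at about 40% in these data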;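 further: 0% = DMSO wells and 100% = unlabeled Bim-BH3 peptide control; higher means more loss of mP so more displacement of Bim peptide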
Target sequence (Q07820 whole entry, looked up): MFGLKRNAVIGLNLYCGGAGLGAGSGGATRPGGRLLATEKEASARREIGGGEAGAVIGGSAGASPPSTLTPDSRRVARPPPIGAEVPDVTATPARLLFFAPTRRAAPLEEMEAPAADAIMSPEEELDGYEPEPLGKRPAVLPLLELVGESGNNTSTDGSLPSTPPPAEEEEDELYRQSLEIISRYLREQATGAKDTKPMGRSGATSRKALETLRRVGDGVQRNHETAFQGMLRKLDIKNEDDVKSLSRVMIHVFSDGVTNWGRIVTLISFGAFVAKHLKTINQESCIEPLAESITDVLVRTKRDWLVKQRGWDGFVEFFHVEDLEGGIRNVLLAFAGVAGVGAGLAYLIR
MEX-5 binding: MEX-5 zinc finger RNA-binding disruptors – biochemical, C. elegans, fluorescence polarization, MLPCN library, primary screen; MEX-5/FITC-TCR2 RNA binding; active compounds read low; activity score (negative = inhibition of binding), % at 10 µM; 300,000 tested, 0.38% active; AID 1832, 2009;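 active means inhibition past about -25% in most replicates, and total fluorescence under double the plate's negative control median, limit read from the data; inconclusive means replicates evenly split on the limit, or fluorescence at least double controls; inactive means too little inhibition in most replicates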;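 further: 0% = DMSO and -100% = 5 µM competing unlabeled TCR2 RNA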
Target sequence (Q9XUB2 whole entry, looked up): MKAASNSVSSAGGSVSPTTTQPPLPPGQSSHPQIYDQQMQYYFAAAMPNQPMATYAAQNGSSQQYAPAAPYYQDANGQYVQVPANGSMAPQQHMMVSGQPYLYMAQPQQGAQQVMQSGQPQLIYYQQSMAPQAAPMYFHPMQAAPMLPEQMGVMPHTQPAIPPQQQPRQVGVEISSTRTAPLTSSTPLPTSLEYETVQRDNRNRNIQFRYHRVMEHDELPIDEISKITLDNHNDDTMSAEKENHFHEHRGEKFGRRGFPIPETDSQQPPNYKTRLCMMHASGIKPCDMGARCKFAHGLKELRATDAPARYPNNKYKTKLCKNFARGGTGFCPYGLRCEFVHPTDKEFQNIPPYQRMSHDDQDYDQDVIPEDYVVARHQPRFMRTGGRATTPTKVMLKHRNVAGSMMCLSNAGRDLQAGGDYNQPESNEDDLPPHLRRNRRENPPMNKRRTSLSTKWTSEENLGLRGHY
GLD-1 RNA inh: GLD-1/TGE RNA complex disruptors, primary screen, biochemical, fluorescence polarization. purified GLD-1 + fluorescein TGE RNA. Female germline-specific tumor suppressor gld-1 (Caenorhabditis elegans), Q17339. 320,000 tested, 0.44% active. inhibition, % at 5.96 µM;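 active means percent inhibition above a per-plate cutoff, the plate mean of test compounds plus 3 SD, cut at about 30% in these data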;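 further: 0% = DMSO wells with GLD-1 and probe and 100% = wells lacking GLD-1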
Active calls of the source: *; ? = inconclusive; nt = no result given; & = joins results of further samples. Random draw from the library. Share with any hit: about 2.2%.

The first 3 records (preview)
SMILES	AGP1 TOR yeast	GRK2 aptamer HTS	Fam108B counter	Bcl-xL primary	CIT2 TOR yeast	VLA-4 inh	MCL1 BIM primary	MEX-5 binding	GLD-1 RNA inh
COC(=O)C1=C(C)NC(=O)CC1c1cc2c(cc1Br)OCO2 (centres undefined)	103	2	2	3	100	21	-1	0.6	1
O=C(Nc1ccc(Cl)cc1F)c1ccc2c(c1)C(=O)N(Cc1ccncc1)C2=O	97	3	nt	nt	102	-1	nt	nt	6
O=C(COc1ccc2ccccc2c1Br)N1CCCC1	91	0	-2	0	89	29	-2	0.7	3

Main list (from the top)
SMILES	AGP1 TOR yeast	GRK2 aptamer HTS	Fam108B counter	Bcl-xL primary	CIT2 TOR yeast	VLA-4 inh	MCL1 BIM primary	MEX-5 binding	GLD-1 RNA inh
COC(=O)C1=C(C)NC(=O)CC1c1cc2c(cc1Br)OCO2 (centres undefined)	103	2	2	3	100	21	-1	0.6	1
O=C(Nc1ccc(Cl)cc1F)c1ccc2c(c1)C(=O)N(Cc1ccncc1)C2=O	97	3	nt	nt	102	-1	nt	nt	6
O=C(COc1ccc2ccccc2c1Br)N1CCCC1	91	0	-2	0	89	29	-2	0.7	3
CS(=O)(=O)N(CC(=O)O)c1ccc2c(c1)OCO2	91	0	0	4	105	17	3	0.6	-3
Cc1ccccc1C(=O)N1CCN(c2ccc(NC(=S)NC(=O)c3cccs3)cc2)CC1	84	28	3	12	95	-2	5	0.5	4
N/C(=N\OC(=O)/C=C/c1ccccc1Cl)c1ccccn1	90	6	0	6	103	-19	14	-4.2	8
Cc1ccc(N(Cc2ccccc2F)S(C)(=O)=O)cc1C	102	3	-7	6	103	-2	5	3.0	6
CCOC(=O)c1c(C)[nH]c(C(=O)COC(=O)CCNS(=O)(=O)c2ccc(NC(C)=O)cc2)c1C	101	1	nt	nt	99	6	nt	nt	5
COc1ccc2oc(=O)c(C(=O)OCC(=O)c3ccc([N+](=O)[O-])cc3)cc2c1	97	0	-1	-1	101	4	-11	-2.4	-4
CCc1ccc(/C=C2/C(=O)N(c3ccccc3)C(=S)N2CC(=O)OC)s1	108	36	-12	-7	105	10	-13	-3.1	2
COc1ccccc1NC(=O)CSc1nncs1	95	4	nt	nt	97	6	nt	nt	-2
Cc1noc(NS(=O)(=O)c2ccc(N3Cc4ccccc4C3=O)cc2)c1C	94	1	-3	2	95	0	-1	1.9	0
Cc1ccc(CN2CCN(Cc3ccc(-n4cccn4)cc3C)CC2CCO)cc1 (centres undefined)	95	0	-2	1	104	7	7	1.1	4
O=C(COC(=O)c1ccco1)c1ccc2ccccc2c1	83	0	5	5	93	9	8	-6.0	-7
C=CCN(CC=C)S(=O)(=O)c1ccc(NC(=S)NC(=O)/C=C/c2cccc3ccccc23)cc1	108	1	-7	2	101	24	3	-2.2	5
CCOc1cccc(CN2CCC(n3nccc3NC(=O)C3CCCC3)CC2)c1	98	0	0	0	96	0	4	2.5	3
C=CCc1ccc(OCCOCCNCCCC)c(OC)c1	100	0	-4	-1	99	6	2	0.4	-2
O=C1c2oc3ccc(F)cc3c(=O)c2C(c2cccc(O)c2)N1CCCN1CCOCC1 (centres undefined)	100	0	1	5	103	-18	8	2.3	3
O=C(CCNS(=O)(=O)c1ccc(Cl)cc1)N1CCCC1	95	0	-3	4	102	-11	5	1.9	5
CC1CCN(Cc2csc(N)n2)CC1	98	1	2	8	100	-4	7	1.4	3
COc1cccc(N2CCN(S(=O)(=O)c3ccc4c(c3)NC(=O)C(C)C(=O)N4)CC2)c1 (centres undefined)	97	1	2	2	98	27	8	1.8	2
O=C(NCc1ccccc1)c1ccc(NC(=O)c2ccccc2F)cc1	93	1	-4	3	nt	-11	-3	-2.6	3
CCOC(=O)c1c(-c2cccc([N+](=O)[O-])c2)cn2ccccc12	93	0	-4	10	81	-5	-1	0.5	7
Cc1ccc(CN2CCN(Cc3cnn(-c4ccc(F)cc4)c3)CC2CCO)o1 (centres undefined)	99	0	2	1	101	6	5	1.9	1
COC(=O)c1[nH]c2c(c1C)C(=O)CCC2	91	19	-3	-5	91	22	-2	1.5	-3
CC(CCc1ccccc1)NC(=O)C1CCN(S(=O)(=O)c2cnc[nH]2)CC1 (centres undefined)	84	0	0	2	121	-22	-4	-0.1	-5
O=[N+]([O-])c1ccc(S(=O)(=O)c2cccc(C(F)(F)F)c2)nc1	nt	0	1	9	nt	25	9	4.3	1
CC(O)CNc1nc2sc3c(c2c(=O)n1CCc1ccccc1)CCCCC3 (centres undefined)	94	0	13	8	91	34	9	-0.6	7
COC(=O)c1ccccc1S(=O)(=O)N1CCC(NC(=O)c2ccccc2)CC1	93	0	-1	9	107	-2	15	-0.7	-46
COc1cc(-c2cc(C(=O)Nc3ccc(S(=O)(=O)Nc4ncccn4)cc3)c3ccccc3n2)cc(OC)c1OC	104	1	-3	7	93	-4	2	0.7	7

Compound profiles, from the list above. Screens in order: AGP1 TOR yeast | GRK2 aptamer HTS | Fam108B counter | Bcl-xL primary | CIT2 TOR yeast | VLA-4 inh | MCL1 BIM primary | MEX-5 binding | GLD-1 RNA inh
Record of `Cc1ccc(CN2CCN(Cc3cnn(-c4ccc(F)cc4)c3)CC2CCO)o1` (centres undefined) = 99 | 0 | 2 | 1 | 101 | 6 | 5 | 1.9 | 1
Record of `CCOc1cccc(CN2CCC(n3nccc3NC(=O)C3CCCC3)CC2)c1` = 98 | 0 | 0 | 0 | 96 | 0 | 4 | 2.5 | 3
Record of `COC(=O)c1[nH]c2c(c1C)C(=O)CCC2` = 91 | 19 | -3 | -5 | 91 | 22 | -2 | 1.5 | -3
Record of `O=C1c2oc3ccc(F)cc3c(=O)c2C(c2cccc(O)c2)N1CCCN1CCOCC1` (centres undefined) = 100 | 0 | 1 | 5 | 103 | -18 | 8 | 2.3 | 3
Record of `O=[N+]([O-])c1ccc(S(=O)(=O)c2cccc(C(F)(F)F)c2)nc1` = nt | 0 | 1 | 9 | nt | 25 | 9 | 4.3 | 1

Later entries
SMILES	AGP1 TOR yeast	GRK2 aptamer HTS	Fam108B counter	Bcl-xL primary	CIT2 TOR yeast	VLA-4 inh	MCL1 BIM primary	MEX-5 binding	GLD-1 RNA inh
CCCCNC(=O)COC(=O)c1c2c(nc3ccccc13)CCC2	102	8	2	12	99	0	24	2.3	8
COc1cccc(C(=O)Nc2ccc3nc(N4CCN(c5ncccn5)CC4)cc(C)c3c2)c1OC	?	2	7	-2	?	3	-15	nt	-9
O=C1C(Nc2ccccc2)=CC(c2ccc(O)cc2)N1c1ccccc1 (centres undefined)	97	0	2	-5	94	12	-11	-4.0	-13
COc1ccccc1N=Cc1nc(-c2ccccc2)oc1OC(C)=O	91	0	0	1	78	6	-9	2.8	-5
COC(=O)Cc1csc(N)n1	99&96	2&0	-4&1	6&-3	108&93	9&20	8&3	-1.9&-1.4	2&2
O=C(c1ccc([N+](=O)[O-])cc1)n1nc(-c2ccccc2)nc1NCc1ccccc1	100	2	-2	0	102	-6	6	2.0	5
CC1=C(C(=O)Nc2cccnc2)C(c2cccnc2)n2nc(-c3cccs3)nc2N1 (centres undefined)	94	0	1	2	98	15	-1	nt	6
Cc1ccc(C(=O)O)cc1NC(=S)NC(=O)c1ccc([N+](=O)[O-])cc1Cl	94	1	1	9	94	0	9	-3.5	2
Cc1ccc(C2CC(c3ccccc3C)n3nc(N)nc3N2)cc1 (centres undefined)	104	0	-1	29	99	21	-1	0.6	5
CCCC(=O)Nc1ccc(C(=O)Nc2cc(C(F)(F)F)ccc2Cl)cc1	102	0	-11	-2	107	13	-12	5.0	-3
O=C(Nc1ccccc1)C(=O)Nc1ccc2c(c1)N(C(=O)C1CC1)CCC2	107	0	3	-5	86	19	-4	2.8	-4
O=C(COC(=O)c1cccc(S(=O)(=O)N2CCN(c3ccccc3)CC2)c1)NCC1CCCO1 (centres undefined)	106	2	-7	1	102	-3	-4	2.7	7
COc1ccc(S(=O)(=O)N2CCOCC2)cc1NC(=O)CN1CCCC1	99	0	-1	1	92	16	-7	1.4	1
O=S(=O)(c1ccccc1)c1cnn(-c2ccccc2)c1-c1ccc(Cl)cc1	106	0	7	0	96	-22	2	0.8	-8
Oc1c(C(c2cccs2)N2CCN(c3ccccc3)CC2)sc2ncnn12 (centres undefined)	108	6	3	5	119	-7	7	-3.9	2
COc1ccc(OCC(=O)Nc2ccccc2O)cc1	102	2	1	1	93	1	2	-1.9	0
COc1ccc2c(c1)c(=O)c(Br)c(C)n2Cc1ccccc1	95	0	6	7	99	-4	5	-0.1	4
O=C(NCc1ccccc1)c1ccc(CS(=O)Cc2ccc(Cl)cc2)o1 (centres undefined)	100	2	-2	3	99	12	0	-2.2	-5
CCOC(=O)C1CCN(S(=O)(=O)c2ccc3c(c2)N(C(C)=O)CC(C)S3)CC1 (centres undefined)	109	6	5	1	109	13	-10	0.7	6
CC(C)(C)c1ccc(OCCN2CCCC2)cc1	100	0	0	5	100	-4	0	-6.0	0
Cc1c(S(=O)(=O)c2ccccn2)c(N)n(Cc2ccccc2Cl)c1C	91	0	-3	21	83	-10	26	-4.4	11
COc1ccccc1/C=C\C=N\n1c(C2CCCCC2)n[nH]c1=S	95	6	-4	-6	93	5	-7	0.3	2
COc1cccc(C(=O)/C=C/Nc2ccc(S(=O)(=O)Nc3nc(C)cc(C)n3)cc2)c1	96	0	-4	4	90	0	-11	2.8	-4
CN(C(=O)CSc1nc2[nH]ncc2c(=O)[nH]1)c1ccccc1	109	1	-4	-2	104	14	4	1.6	4
Cc1ccc(Cl)c(OCC(=O)OC(C)C(=O)NC2CC2)c1 (centres undefined)	112	4	6	4	95	1	-2	-2.1	5
CSc1nc2nc3c(c(=O)n2[nH]1)CCC3	89	3	6	8	98	-2	-1	2.3	-1
CCOC(=O)c1c(C)nc2c(c1-c1ccc(OC)cc1)C(=O)CC(C)(C)C2	92	0	-1	8	92	0	4	-0.7	5
Cc1ccc(NC(=O)CN(C)C(=O)CSc2nnnn2C)cc1	32	2	4	6	114	4	4	-2.1	2
Cn1nccc1C(=O)Nc1ccc2c(c1)OCO2	100	0	0	0	103	-4	2	0.6	4

Some of these compounds in order of their number in MCL1 BIM primary, high to low:
| smiles | AGP1 TOR yeast | GRK2 aptamer HTS | Bcl-xL primary | CIT2 TOR yeast | VLA-4 inh | MCL1 BIM primary | MEX-5 binding | GLD-1 RNA inh |
| --- | --- | --- | --- | --- | --- | --- | --- | --- |
| CC1CCN(Cc2csc(N)n2)CC1 | 98 | 1 | 8 | 100 | -4 | 7 | 1.4 | 3 |
| COc1ccc2c(c1)c(=O)c(Br)c(C)n2Cc1ccccc1 | 95 | 0 | 7 | 99 | -4 | 5 | -0.1 | 4 |
| Cc1noc(NS(=O)(=O)c2ccc(N3Cc4ccccc4C3=O)cc2)c1C | 94 | 1 | 2 | 95 | 0 | -1 | 1.9 | 0 |
